Sm TGR block: qHTS Assay for the Inhibitors of Schistosoma Mansoni Peroxiredoxins; Schistosoma mansoni thioredoxin glutathione reductase (TGR), Q962Y6; AID 485364, 2010; Potency, µM (doses to about 114 µM), inactives show top-dose activity change, negative = inhibition, actives largely listed as inhibitors; 360,000 tested, 3% active; purified TGR, DTNB reduction, TNB absorbance 405 nm; further: potency means the concentration at half of the fitted maximal effect; on the % scale 0 is the no-effect control and ±100 the full control effect; nearly all actives have a fitted effect of over 60% in size
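First, TGR (20 nM dispensed) and NADPH were mixed with compound. Second, a 15 min room-temperature incubation followed. Third, further NADPH and then DTNB were added to start the reaction. Finally, TNB absorbance was monitored kinetically.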
Shiga toxin inh: A qHTS for Small Molecule Inhibitors of Shiga Toxin. Vero cells, Shiga toxin protein synthesis inhibition reporter. inhibition, % at 38.7 µM. 290,000 tested, 9.2% active; in the data active means inhibition mostly above about 28%, no sharp cut-off; inactive means mostly below about 43%; further: 0% is about no effect
Giardia FBPA inh: qHTS Assay for Inhibitors of Fructose-1,6-bisphosphate Aldolase from Giardia Lamblia | purified Giardia FBPA | Potency, µM (titrated, usually from 59.6 µM), for the others: top-dose activity, negative = inhibition, hits mostly inhibitors | 290,000 tested, 0.71% active | AID 2451, 2010; further: potency means the concentration at half of the fitted maximal effect; on the % scale 0 is the no-effect control and ±100 the full control effect; nearly all actives have a fitted effect of over 55% in size
Target sequence (A8B2U2 whole entry, looked up): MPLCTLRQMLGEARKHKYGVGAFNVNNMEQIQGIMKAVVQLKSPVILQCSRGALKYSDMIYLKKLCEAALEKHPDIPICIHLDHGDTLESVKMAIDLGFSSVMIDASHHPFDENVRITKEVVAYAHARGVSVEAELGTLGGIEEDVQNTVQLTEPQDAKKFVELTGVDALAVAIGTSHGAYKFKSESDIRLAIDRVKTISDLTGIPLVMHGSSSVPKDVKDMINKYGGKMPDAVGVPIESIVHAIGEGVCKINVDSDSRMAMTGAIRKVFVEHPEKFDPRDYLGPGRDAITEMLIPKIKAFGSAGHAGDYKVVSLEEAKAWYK
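Giardia FBPA (40 nM reagent) was preincubated 10 min at RT with compound (up to 57.5 uM final), then substrate plus GAPDH/TPI/NAD/arsenate coupling system with diaphorase/resazurin was added; resorufin fluorescence (525/598 nm) was read after 20 min.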
Pf growth 96h: Primary qHTS for delayed death inhibitors of the malarial parasite plastid, 96 hour incubation | Potency, µM (top dose mostly 28.7 µM), without a hit: top-dose activity change, negative = inhibition, most hits filed as inhibitors | 320,000 tested, 6.9% active | P. falciparum luciferase reporter growth, 96 h; further: potency means the concentration at half of the fitted maximal effect; on the % scale 0 is the no-effect control and ±100 the full control effect
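Delayed-death screen, second-generation endpoint: infected erythrocytes, 2% hematocrit, 0.05% parasitemia final; 96 hours at 37 C, 5% CO2; luciferase detection reagent; luminescence decrease equals reduced growth.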
Pf growth 48h: Primary qHTS for delayed death inhibitors of the malarial parasite plastid, 48 hour incubation | P. falciparum luciferase growth in erythrocytes, 48 h | Potency, µM (series often up to 28.7 µM), without a hit: at the top dose activity change, negative = inhibition, most hits filed as inhibitors | 310,000 tested, 5.9% active; further: potency means the concentration at half of the fitted maximal effect; on the % scale 0 is the no-effect control and ±100 the full control effect
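First compound was added to culture medium, then infected red cells at 0.1% parasitemia and 2% hematocrit (final). After incubation at 37 C under 5% CO2, luciferase detection reagent was dispensed and light output recorded.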
Cycloheximide cs: Cycloheximide Counterscreen for Small Molecule Inhibitors of Shiga Toxin; 300,000 tested, 12% active; cell reporter, cycloheximide protein synthesis inhibition counterscreen; max response, %; AID 2314, 2010; in the data active means max response mostly above about 13%, no sharp cut-off; inactive means mostly below about 14%; further: read at 38.3 µM for the half of the compounds with a filed dose; 0% is about no effect
* = called active by the depositor; ? = inconclusive; / = no result given; & = joins results of further samples; [ ] = dose if it differs, or a comment. Unless noted, the call rests on the fitted dose curve; in most records, active means well fitted curve in the direction sought with a large enough effect; inconclusive means small, poorly fitted or top-dose-only effect, or another doubt; inactive means no such curve, though single readings can be large; an effect the other way counts as inactive or inconclusive. Rows are unselected; any-hit rate near 24%.

Letters – A = Sm TGR block; B = Shiga toxin inh; C = Giardia FBPA inh; D = Pf growth 96h; E = Pf growth 48h; F = Cycloheximide cs
> Nc1nc(N)n(-c2ccccc2)c(=Nc2ccccc2)n1
  A = 3%; B = -2; C = 12%; D = 14%; E = 23%; F = -2
> COc1ccc(C(=O)C2CCCN(Cc3ccc(C)s3)C2)cc1OC (stereo not drawn)
  A = 1%; B = -17; C = 1%; D = ?; E = ?; F = -4
> Oc1ccc(Cl)c(Cl)c1Cl
  A = -16%; B = /; C = /; D = ?; E = -16%; F = /
> C=CCOc1cccc(C2C(C(=O)c3ccc(C)o3)=C(O)C(=O)N2c2nnc(C)s2)c1 (stereo not drawn)
  A = 28µM*; B = /; C = /; D = ?; E = -3%; F = /
> CCOCCCn1c(=S)[nH]c2cc(C(=O)N3CCN(C4CCCCC4)CC3)ccc2c1=O
  A = -1%; B = -8; C = -17%; D = 5.2µM*; E = 1%; F = -2
> COc1cc(CCNC(=O)CCCn2c(=O)c3cccn3c3cccnc32)cc(OC)c1OC
  A = -14%; B = -11; C = -3%; D = ?; E = -19%; F = -4
> CCn1c(COc2cccc(C)c2)nnc1SCC(=O)Nc1cccc(C(=O)OC)c1
  A = 5%; B = 41; C = 4%; D = -9%; E = -5%; F = 5
> O=C(NC(Cc1ccccc1)C(=O)O)/C(=C\c1ccc(F)cc1)NC(=O)c1ccccc1 (stereo not drawn)
  A = -1%; B = -9; C = 4%; D = ?; E = 23%; F = -3
> CCOC(=O)c1c(C)[nH]c(C2=NNC(=Nc3ccc(OCC)cc3)SC2)c1C
  A = -16%; B = 4; C = -18%; D = 15µM*; E = ?; F = 13*
> Cc1ccc2[nH]c(=O)c(CN(Cc3cccs3)C(=S)NCC3CCCO3)cc2c1 (stereo not drawn)
  A = 17%; B = -6; C = 3%; D = ?; E = 12%; F = -2
> Cc1cc(C)c(S(=O)(=O)N2CCN(C(=O)c3c(C)noc3C)CC2)c(C)c1
  A = -15%; B = /; C = /; D = ?; E = -12%; F = /
> Cc1ccc2nc(Nc3nc(CSc4nc5ccccc5s4)cc(=O)[nH]3)nc(C)c2c1
  A = 1%; B = -9; C = 1%; D = 75%[activator]; E = 8%; F = -1
> CCn1cc(/C=C/C(=O)Nc2c(C)nn(Cc3ccccc3)c2C)cn1
  A = -8%; B = 16; C = -12%; D = -20%; E = ?; F = 12
> CC(=O)c1cccc(NCC(=O)N2CCN(S(=O)(=O)c3ccccc3)CC2)c1
  A = -31%; B = /; C = /; D = ?; E = -7%; F = /
> Cc1[nH]c2ccccc2c1SCC(=O)N1CCN(c2ccccc2)CC1
  A = 4%; B = 19; C = 6%; D = -20%; E = -17%; F = -4
> CC(c1ccccn1)N(C)C(=O)c1ccc2nc(Cc3ccccc3F)oc2c1 (stereo not drawn)
  A = -6%; B = 72*; C = /; D = 0%; E = 12%; F = 53*
> C=CCn1c(SCC(=O)c2c(C)[nH]c3ccccc23)nnc1-c1ccncc1
  A = /; B = 19; C = -3%; D = -4%; E = 4%; F = -2
> COc1ccc(COCCN2CCN(S(=O)(=O)c3ccccc3)CCC2=O)cc1
  A = -11%; B = -3; C = -4%; D = ?; E = -8%; F = -4
> C=CCSc1nc(C)c(CC(=O)OCCCC)c(=O)[nH]1
  A = -33%; B = -12; C = -9%; D = /; E = 22%; F = -6
> CCOC12NC(=O)CC(=O)N1C(c1ccccc1)=CS2 (stereo not drawn)
  A = 7%; B = 45; C = -1%; D = 36%[activator]; E = 7%; F = 14
> Cc1c(C(=O)NCC2CCCO2)oc2ccc(S(=O)(=O)N3CCCC3)cc12 (stereo not drawn)
  A = -2%; B = -3; C = 9%; D = /; E = ?; F = -3
> Cc1cc(C(=O)Nc2sc3c(c2C#N)CCC3)no1
  A = -9%; B = 38*; C = -4%; D = 1%; E = 72%[activator]; F = 26*
> CCCC(=O)Nc1ccc(C(=O)COC(=O)c2c(C)noc2C)cc1
  A = -14%; B = /; C = /; D = 9%; E = -11%; F = /
> Cc1ccc(-c2nnc3ccc(SCC(=O)NCc4ccco4)nn23)cc1
  A = 50µM*; B = -9; C = 4%; D = 145%[activator]; E = -11%; F = -2
> Cc1ccc(NC(=O)CN2CCc3cc4c(cc3C2C)OCCCO4)cc1 (stereo not drawn)
  A = -22%; B = 1; C = 4%; D = -15%; E = -6%; F = 2
> CC(C)NC(=O)/C(=C\c1cccc([N+](=O)[O-])c1)NC(=O)c1ccccc1
  A = 0%; B = 39; C = 2%; D = 33%[activator]; E = -1%; F = -2
> O=C(C[n+]1ccccc1)N/N=C/c1cc(Br)ccc1F
  A = -6%; B = /; C = /; D = ?; E = -27%; F = /
> CC1(C2CC2)NC(=O)NC1=O (stereo not drawn)
  A = -11%; B = -18; C = 3%; D = 22%; E = /; F = -3
> CC1(C)C(=O)Nc2ccccc2N1C(=O)CSc1ncccn1
  A = -6%; B = -11; C = 0%; D = 15%; E = -12%; F = 1
> COc1cc(/C=C2\CCc3c2nc2ccccc2c3C(=O)O)cc(OC)c1OC
  A = ?; B = 17; C = -12%; D = 225%[activator]; E = 140%[activator]; F = 5

Part of the list above in another layout.
SMILES	Sm TGR block	Shiga toxin inh	Giardia FBPA inh	Pf growth 96h	Pf growth 48h	Cycloheximide cs
Cc1cc(C(=O)Nc2sc3c(c2C#N)CCC3)no1	-9%	38*	-4%	1%	72%[activator]	26*
CCCC(=O)Nc1ccc(C(=O)COC(=O)c2c(C)noc2C)cc1	-14%	/	/	9%	-11%	/

(cont.)
Letters – A = Sm TGR block; B = Shiga toxin inh; C = Giardia FBPA inh; D = Pf growth 96h; E = Pf growth 48h; F = Cycloheximide cs
> O=C(O)c1cccc(Cn2c(Cl)c(/C=N/NC(=O)c3ccco3)sc2=O)c1
  A = 45µM*; B = 27*; C = -14%; D = -13%; E = -8%; F = 33*
> Cc1cc(OC(F)F)ccc1NC(=O)Nc1ccc2c(c1)OCO2
  A = -21%; B = 15; C = -3%; D = ?; E = 11%; F = -2
> Cc1cc(C)n(-c2ccc(-n3ccnc3)nn2)n1
  A = -7%; B = 89; C = 3%; D = ?; E = 12%; F = 40
> NC(=O)c1ccccc1O
  A = 0%; B = -5; C = 4%&3%; D = 1%&-3%; E = -11%&4%; F = -4
> CC/C(=N\NC(=O)C1CCCC1)c1cccc(Br)c1
  A = 4%; B = 8; C = /; D = ?; E = ?; F = 10
> N#CC1=C(N)C(C#N)(C#N)C2(C(=O)Nc3ccccc32)C2CCCC=C12 (stereo not drawn)
  A = ?; B = 6; C = ?; D = ?; E = -9%; F = 10
> COc1ccc(/C=N/NC(=O)c2cccc([N+](=O)[O-])c2)c2ccccc12
  A = -4%; B = -6; C = 9%; D = 299%[activator]; E = ?; F = 6
> CCOC(=O)CNC(=O)C1c2cc(OC)c(OC)cc2C(=O)N(C)C1c1ccccc1F (stereo not drawn)
  A = -3%; B = -28; C = -16%; D = 4%; E = -1%; F = -3
> O=C1CC(C(=O)Nc2ccc(Cl)cc2[N+](=O)[O-])C2(CCCCC2)O1 (stereo not drawn)
  A = 1%; B = -2; C = 1%; D = 5%; E = -2%; F = -4
> CC(=O)Nc1ccc(OCc2nnc(-c3ccccc3)o2)cc1
  A = -16%; B = 8; C = 3%; D = 3.7µM*; E = 28%; F = -3

An excerpt from above, reduced to Sm TGR block and Giardia FBPA inh.
structure	Sm TGR block	Giardia FBPA inh
Cc1cc(OC(F)F)ccc1NC(=O)Nc1ccc2c(c1)OCO2	-21%	-3%
Cc1cc(C)n(-c2ccc(-n3ccnc3)nn2)n1	-7%	3%
NC(=O)c1ccccc1O	0%	4%&3%

(list continues)
Letters – A = Sm TGR block; B = Shiga toxin inh; C = Giardia FBPA inh; D = Pf growth 96h; E = Pf growth 48h; F = Cycloheximide cs
> O=c1[nH]c(=O)n(CCc2ccccc2)c(O)c1C=NC1CC1
  A = 13%; B = -7; C = -9%; D = 14%; E = 10%; F = -4
> CCCN1CCN(CC(=O)Nc2cc(OCC)ccc2OCC)CC1
  A = 9%; B = -4; C = ?; D = -10%; E = -1%[0.00184 µM]; F = -6
> COc1ccc(NC(=O)Nc2cccc(C(=O)N3CCOCC3)c2)cc1OC
  A = -27%; B = 25; C = -8%; D = 1%; E = 7%; F = -2
> CC1CCCN(CCCNC(=O)c2coc3nc4ccccc4nc23)C1 (stereo not drawn)
  A = -8%; B = 17; C = -9%; D = -13%; E = ?; F = -1
> CC1(C)C2CCC1(C)C(OCC[N+](C)(C)CC(=O)OC1CCCCC1)C2 (stereo not drawn)
  A = -5%; B = -14; C = 6%; D = 0.52µM*; E = 1.5µM*; F = -2
> O=S(=O)(Cc1ccccc1)N1CCN(Cc2ccc3c(c2)OCO3)CC1
  A = 3%; B = -6; C = 11%; D = -1%; E = -1%; F = 4
> CCc1nc2ccccc2c(NC(=O)CN2CCC(C)CC2)c1C
  A = 2%; B = -9; C = ?; D = 7.4µM*; E = -7%; F = -6
> O=C(Cn1cnc2c(nnn2Cc2ccc(F)cc2)c1=O)NCc1ccc2c(c1)OCO2
  A = -8%; B = -5; C = -6%; D = ?; E = -11%; F = -1
> Cc1ccc(CNC(=O)CCS(=O)(=O)c2ccc3c(c2)NC(=O)CO3)cc1
  A = 3%; B = 2; C = -6%; D = 11%; E = 9%; F = -3
> CCOC(=O)C1=C(C)Nc2nc(SCc3cccnc3)nn2C1c1ccc(OC)cc1 (stereo not drawn)
  A = -21%; B = -3; C = 5%; D = 0%; E = /; F = -2
> CC(C)Cc1nc2ccc(N)cc2[nH]1
  A = 9%; B = 5; C = ?; D = 13%; E = ?; F = 11
> CC(=O)c1c(Nc2ccc3c(c2)OCCO3)oc(C)cc1=O
  A = -23%; B = 118*; C = ?; D = ?; E = /; F = 52*
> CC12CCC(=O)N1C(C(=O)NNC(=O)c1ccc(Br)cc1)CS2 (stereo not drawn)
  A = -7%; B = /; C = /; D = -18%; E = -25%; F = /
> COc1ccc(OC)c(NC(=O)CSc2ncccn2)c1
  A = 10%; B = 20; C = -4%; D = -4%; E = /; F = 5
> Cc1cccc(OCC(=O)N2CCN(Cc3ccc([N+](=O)[O-])cc3)CC2)c1
  A = 11%; B = 12; C = -7%; D = 23%; E = 12%; F = -2
> CC(C)N(C(=O)Cn1c(SCC(=O)Nc2nccs2)nc2ccccc21)C(C)C
  A = 0%; B = 22; C = 1%; D = 37%; E = ?; F = -2
> O=C(COC(=O)/C=C/c1cccs1)Nc1nc(-c2cccc(Br)c2)cs1
  A = -24%; B = 4; C = 7%; D = 33%[activator]; E = -1%; F = 6
> O=C(CNC(=O)c1ccco1)Nc1ccc(Br)cc1
  A = 0%; B = 61*; C = -13%; D = 61%[activator]; E = 40%[activator]; F = 45*
> COC(=O)[C@@]1(Cc2ccc(F)cc2)[C@H]2c3cc(C(=O)N4CCCC4)n(Cc4ccc(C(F)(F)F)nc4)c3C[C@H]2CN1C(=O)c1ccccc1
  A = -16%; B = -3; C = -8%&-9%; D = 2.1µM*; E = ?; F = -6
> CCCN1C2CCCC1CC(NC(=O)c1cccc(OC)c1)C2 (stereo not drawn)
  A = 2%; B = 13; C = -15%; D = 2%; E = ?; F = 0
> CC(=O)C1=C(O)C(=O)N(c2ccc(O)cc2)C1c1ccc(F)cc1 (stereo not drawn)
  A = -6%; B = -8; C = 8%; D = -23%; E = -8%; F = -10
